DNMT1 inh = DNMT1 (human) enzyme inhibition | P26358 | DNMT1 molecular beacon, Hinp1I cleavage, fluorescence | inhibition (reported as % activation of signal), % at 10 µM | hit rate 0.83% among 360,000; in the data active = inhibition above about 50%
Scp-1 inhibitor = blocks human Scp-1 phosphatase activity; Q9GZU7; Recombinant Scp1, phosphopeptide, malachite green phosphate absorbance; inhibition, % at 20 µM; hit rate 0.88% among 340,000; AID 493091;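 active = inhibition above about 50% at 20 µM, limit read from the data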;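 note: plate controls were DMSO wells with enzyme for no effect and wells lacking enzyme for full effect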
Target sequence (Q9GZU7 76-261 limits assumed): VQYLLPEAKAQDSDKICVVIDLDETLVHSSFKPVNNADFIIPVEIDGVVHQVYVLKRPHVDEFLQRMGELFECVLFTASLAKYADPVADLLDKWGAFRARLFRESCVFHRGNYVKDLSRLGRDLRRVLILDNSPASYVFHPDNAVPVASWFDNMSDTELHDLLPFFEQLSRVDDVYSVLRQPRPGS
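Material: truncated SCP-1 phosphatase (76-261aa) / Buffer or medium: 50 mM Tris acetate pH 5.5, 0.005% Tween-20, 10 mM MgCl2 / Compound dosing: one concentration, 20 µM, with 1.0% DMSO / Incubation: 45 min room-temperature reaction, 5 min colour, 30 min stabiliser / Detection: colorimetric free-phosphate detection, absorbance 630 nm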
TbMetRS inhib = Trypanosoma brucei MetRS inhibition; purified T. brucei MetRS, ATP depletion, Kinase-Glo luminescence; inhibition, % at 11.9 µM; hit rate 0.4% among 360,000; AID 624268;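 active = inhibition above a per-plate cutoff of the control wells' mean inhibition plus 3 SD, cut at about 5.5% in these data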;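 note: 0% = DMSO wells median and 100% = median of wells with control inhibitor compound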
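Material: T. brucei methionyl-tRNA synthetase, purified; reagent: substrates ATP, L-methionine and bulk Escherichia coli tRNA; dosing: 11.9 µM single point; timing: 15 min plus 2 h at 25 °C; detection: luminescence of leftover ATP; evaluation: % inhibition; control set: DMSO-only wells as low control; replicates: singlicate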
Neddylation inh = inhibitors of human cullin neddylation | calls only at 25 µM | P61081+Q13564 | TR-FRET cullin neddylation, biochemical | hit rate 0.58% among 360,000; in the data active = inhibition above about 36%
NRP1-CendR mod = NRP-1/CendR interaction modulation. FAM-RPARPAR peptide binding to NRP-1, fluorescence polarization. inhibition, % at 25 µM. hit rate 0.85% among 360,000. AID 602438;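 active = inhibition or corrected inhibition above about 18%, plus a signal ratio from 0.5 to 1.5, limit read from the data, passing the limit was not always enough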; note: strong numbers were not always called active
SKN-1 inh = blocks SKN-1 activity in C. elegans; C. elegans VP596 Pgst-4::GFP/RFP ratio, acrylamide-induced, 24 h; inhibition, % at 21.8 µM; hit rate 0.49% among 360,000; AID 624304;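 active = interference check ratio from 0.5 to 1.5 plus GFP to RFP signal ratio inhibition reaching or exceeding a fixed threshold, cut at about 30% in these data, passing the limit was not always enough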; note: some compounds called inactive have numbers as strong as hits
NadD inh = blocks S. aureus nicotinate mononucleotide adenylyltransferase; inhibition, % at 20 µM; purified NadD enzyme, colorimetric absorbance read-out; AID 602399; hit rate 0.78% among 360,000; in the data active = inhibition above about 26%; note: some compounds past the cut are filed as inactive
LMPTP inh = LMPTP (human) inhibition | inhibition, % at 20 µM | hit rate 0.22% among 360,000 | recombinant LMPTP-A, OMFP fluorogenic substrate, fluorescence intensity;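 active = compounds that cut the enzyme signal by at least half of the control window in the single-dose screen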;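 note: plate controls were DMSO wells with enzyme plus substrate for no effect and substrate without enzyme for full effect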
Target sequence (P24666 whole entry, looked up): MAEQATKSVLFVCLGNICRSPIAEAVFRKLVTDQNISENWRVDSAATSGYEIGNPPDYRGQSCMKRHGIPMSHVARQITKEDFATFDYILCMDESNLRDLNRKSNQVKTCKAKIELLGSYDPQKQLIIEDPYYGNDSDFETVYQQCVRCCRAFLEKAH
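Assay system: LMPTP-A phosphatase enzyme | Input: 0.625 nM enzyme | Also added: Fluorogenic phosphatase substrate OMFP at 400 µM final | Compound dosing: One test concentration per compound, 20 µM, with 3% DMSO overall | Schedule: 50 min enzyme reaction at room temperature, protected from light | Signal: Fluorescence intensity | Benchmarks: no-enzyme and uninhibited controls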
STEP inh = blocks human striatal-enriched tyrosine phosphatase. P54829. recombinant STEP, OMFP fluorogenic substrate, fluorescence. inhibition, % at 20 µM. hit rate 0.25% among 360,000;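 active = inhibition at 20 µM, scaled per plate between control wells, above about 37%, limit read from the data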;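 note: 0% = DMSO with enzyme and substrate and 100% = substrate only without enzyme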
Target sequence (P54829 whole entry, looked up): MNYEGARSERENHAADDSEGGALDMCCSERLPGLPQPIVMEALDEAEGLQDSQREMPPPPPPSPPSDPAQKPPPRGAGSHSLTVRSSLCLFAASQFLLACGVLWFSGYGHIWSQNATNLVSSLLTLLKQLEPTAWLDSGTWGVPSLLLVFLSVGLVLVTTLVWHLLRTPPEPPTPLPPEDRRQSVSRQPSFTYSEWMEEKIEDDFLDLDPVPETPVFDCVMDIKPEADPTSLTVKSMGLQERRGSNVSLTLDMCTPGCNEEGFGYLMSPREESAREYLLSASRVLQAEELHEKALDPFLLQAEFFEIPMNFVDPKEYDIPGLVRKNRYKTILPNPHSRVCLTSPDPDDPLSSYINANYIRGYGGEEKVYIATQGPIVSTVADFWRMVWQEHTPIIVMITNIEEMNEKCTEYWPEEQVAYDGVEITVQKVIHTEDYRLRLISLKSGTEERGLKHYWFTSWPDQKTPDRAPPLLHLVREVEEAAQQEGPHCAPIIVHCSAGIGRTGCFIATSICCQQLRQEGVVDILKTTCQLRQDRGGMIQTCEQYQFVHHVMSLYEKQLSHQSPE
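material = STEP tyrosine phosphatase | reagent = fluorogenic phosphatase substrate OMFP at 25 µM final | doses = single compound dose of 20 µM, 1% DMSO final | schedule = 20 min reaction, room temperature, in the dark | measured by = fluorescence, 480/540 nm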
SUMO1-SIM PPI = alters human SUMO1 binding to SIM partners. P63165. SUMO1 binding to a labelled peptide, TR-FRET, 1 h. inhibition, % at 20 µM. hit rate 0.33% among 360,000. AID 602429; in the data active = inhibition above about 37%
Target sequence (P63165 whole entry, looked up): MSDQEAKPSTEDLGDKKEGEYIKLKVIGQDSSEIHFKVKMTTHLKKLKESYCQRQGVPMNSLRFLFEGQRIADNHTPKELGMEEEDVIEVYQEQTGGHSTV
* hit, by the source's call; i = inactive; nt = not tested or not shown; & = joins results of further samples.

No.	structure	SKN-1 inh	TbMetRS inhib	Scp-1 inhibitor	Neddylation inh	STEP inh
1	CCOc1ccccc1Nc1ccc(C(=O)O)cc1N	4	-0.2	-7	i	1
2	O=[N+]([O-])c1ccccc1S(=O)(=O)Nc1cccc(S(=O)(=O)N2CCCC2)c1	20	-0.2	-1	i	1
3	CCn1ccc(C(=O)Nc2sc3c(c2C(=O)OC)CCC3)n1	7	-0.4	-8	nt	4
4	CCS(=O)(=O)N1CCCC(C(=O)NCCCOC(C)C)C1 (stereo unspecified)	2	-0.1	-4	i	-2
5	COc1cc(-c2nn3c(COc4ccccc4)nnc3s2)cc(OC)c1OC	10	0.1	5	i	7
6	Cc1cccc(NC(=O)CCNS(=O)(=O)c2cccc3nonc23)c1	-10	-0.8	16	i	2
7	COc1cc(CN2CCC(C(=O)N3CCN(c4ccccc4F)CC3)CC2)cc(OC)c1OC	-4	-1.3	-4	i	1
8	O=C(NC1CC2CCCC(C1)N2C(=O)Nc1ccccc1)c1ccncc1 (stereo unspecified)	-7	0.1	5	i	-2
9	COC(=O)C1CCN(C(c2cccs2)c2sc3nc(C)nn3c2O)CC1 (stereo unspecified)	-6	-0.2	-5	i	0
10	O=C(Oc1ccccc1)Oc1ccc2c(c1)oc(=O)c1ccccc12	3	0.5	-5	i	-2

No.	SUMO1-SIM PPI	LMPTP inh	NRP1-CendR mod	NadD inh	DNMT1 inh
1	-9	0.3	-3	-4	-1
2	-6	0.8	10	-3	1
3	-4	2.0	-3	-3	-2
4	1	-0.1	8	-2	3
5	-4	0.3	0	-3	-7
6	-22	1.9	2	-1	1
7	0	-0.2	4	1	3
8	-3	-1.1	5	-2	0
9	-12	-2.1	6	0	6
10	-1	4.1	2	-7	17

Screen by screen, as entered above:
SUMO1-SIM PPI, nos. 1 to 10, in order: -9, -6, -4, 1, -4, -22, 0, -3, -12, -1

The main list resumes, starting 5 compounds before the break.
No.	structure	SKN-1 inh	TbMetRS inhib	Scp-1 inhibitor	Neddylation inh	STEP inh
6	Cc1cccc(NC(=O)CCNS(=O)(=O)c2cccc3nonc23)c1	-10	-0.8	16	i	2
7	COc1cc(CN2CCC(C(=O)N3CCN(c4ccccc4F)CC3)CC2)cc(OC)c1OC	-4	-1.3	-4	i	1
8	O=C(NC1CC2CCCC(C1)N2C(=O)Nc1ccccc1)c1ccncc1 (stereo unspecified)	-7	0.1	5	i	-2
9	COC(=O)C1CCN(C(c2cccs2)c2sc3nc(C)nn3c2O)CC1 (stereo unspecified)	-6	-0.2	-5	i	0
10	O=C(Oc1ccccc1)Oc1ccc2c(c1)oc(=O)c1ccccc12	3	0.5	-5	i	-2
11	O=C1CC(NS(=O)(=O)c2cc(F)ccc2F)CN1c1cccc(F)c1 (stereo unspecified)	-7	0.1	-5	i	1
12	CCOC(=O)C1CCCN(S(=O)(=O)c2ccc3c(c2)CC(C)N3C(=O)C2CC2)C1 (stereo unspecified)	11	0.0	-3	i	-2
13	O=S1(=O)C=C[C@@H](CO)N1Cc1ccc(Br)cc1	10	0.1	nt	i	-1
14	CC(CCc1ccccc1)NC(=O)C(Cc1ccccc1)NC(N)=O (stereo unspecified)	5	-0.6	-1	i	-1
15	CCC(C)NC(=O)c1ccc(N2CC3CC(C2)c2cccc(=O)n2C3)c(NC(=O)c2ccc(Br)o2)c1 (stereo unspecified)	-1	-0.2	-8	i	-1
16	N/C(=N\OC(=O)c1cccc(Br)c1)c1ccccc1	33	-0.9	-4	i	0
17	COc1ccccc1-c1noc2c1C(=O)N(Cc1cn(Cc3ccccc3)nn1)CC2	-20	0.1	nt	i	1
18	Cn1cc(Br)c(C(=O)NN2C(=O)C3C4C=CC(C5CC45)C3C2=O)n1 (stereo unspecified)	6	-0.9	42	i	-2
19	CCn1ncc(NC(=S)NCCc2ccc(OC)c(OC)c2)c1C(N)=O	-1	0.0	-4	i	-1
20	CN1C(=O)NC(c2ccc(C(F)(F)F)cc2)C2=C1CC(C)(C)CC2=O (stereo unspecified)	-7	0.0	-1	i	-1

No.	SUMO1-SIM PPI	LMPTP inh	NRP1-CendR mod	NadD inh	DNMT1 inh
6	-22	1.9	2	-1	1
7	0	-0.2	4	1	3
8	-3	-1.1	5	-2	0
9	-12	-2.1	6	0	6
10	-1	4.1	2	-7	17
11	3	-0.7	-4	-8	1
12	7	0.2	4	-6	3
13	-1	-0.5	-5	-2	6
14	-2	-1.0	9	-4	1
15	-1	-0.5	3	0	1
16	2	2.3	5	-9	0
17	1	-0.1	-6	-6	-1
18	-2	-1.2	-9	5	1
19	3	-1.1	18	-3	3
20	2	0.3	1	-1	0

Additional results:
No.	structure	SKN-1 inh	TbMetRS inhib	Scp-1 inhibitor	Neddylation inh	STEP inh
21	CCCCC1(C)NC(=O)N(CC(=O)Nc2cc(S(=O)(=O)N3CCOCC3)ccc2Cl)C1=O (stereo unspecified)	8	-0.4	12	i	3
22	CCc1ccc(NC(=O)c2cnn(-c3ccccc3)c2C2CCNCC2)cc1	-10	-0.8	-1	i	-4
23	O=C(c1ccc(F)cc1)N1CCC(C(=O)N2CCN(Cc3ccc4c(c3)OCO4)CC2)CC1	-4	-0.5	-2	i	-3
24	CC1(C)C(=O)Nc2ccccc2N1C(=O)COC(=O)CSc1ccc(F)cc1	10	0.0	-6	i	-1
25	Cc1ccc(N(CC(=O)NCCSc2nc3ccccc3s2)S(=O)(=O)c2ccccc2)c(C)c1	-1	0.5	-15	i	-1
26	O=c1ccsc2ccccc12	5	-0.2	11	i	2
27	COC(=O)c1ccc(NC(=O)CSc2nnc(Cc3cccn3C)n2-c2ccc(F)cc2)cc1	10	-0.8	-4	i	3
28	O=C(c1nnc(Cc2ccc(Cl)cc2)o1)N1CCOCC1	0	-0.5	0	i	-3
29	N#CCc1nn2c3c(cnc2c1C#N)C(=O)CCC3	0	-0.2	-11	i	0
30	Cn1c(Br)nc2c1c(=O)n(CC(O)COc1ccccc1)c(=O)n2C (stereo unspecified)	-7	-1.2	-12	i	2

No.	SUMO1-SIM PPI	LMPTP inh	NRP1-CendR mod	NadD inh	DNMT1 inh
21	-3	0.5	-15	6	8
22	4	-1.4	1	2	2
23	-28	-6.3	5	3	-1
24	-3	-0.5	-8	-3	-26
25	4	4.6	8	-5	-9
26	0	-0.9	-19	5	8
27	2	1.2	-5	3	-3
28	3	-0.5	-10	-5	0
29	2	-0.2	6	-3	-12
30	1	-0.4	-10	0	-2

Further entries
No.	structure	SKN-1 inh	TbMetRS inhib	Scp-1 inhibitor	Neddylation inh	STEP inh
31	CC(C)C(=O)NC(NC(=S)NC1CCS(=O)(=O)C1)C(Cl)(Cl)Cl (stereo unspecified)	9	-0.2	-10	i	1
32	CC1CN(C(=O)COC(=O)c2cccs2)CC(C)O1 (stereo unspecified)	1	-1.2	1	i	-2
33	CCOC(=O)c1c(NC(=O)C2CCCCC2)sc2c1CCN(C(C)C)C2	9	0.3	-9	i	-1
34	CCOC(=O)C(NC(=O)c1ccccc1)(Nc1cccc(C)n1)C(F)(F)F (stereo unspecified)	9	0.2	-3	i	0
35	CN1CCCCCC1=NC1=C(C#N)CCCC1	-5	-0.4	-2	i	-4
36	CCOC(=O)C1Nc2ccc(C)cc2C2C=CCC12 (stereo unspecified)	7	-0.3	9	i	0
37	O=C(CSc1nnc(C2CC2)n1C1CC1)c1ccc(F)c(F)c1	-2	-0.1	-8	i	-3
38	Cc1cc(C)nc(SCC(=O)c2ccc(F)cc2)n1	17	-0.4	-4	i	-1
39	O=C(C1CC1)N1CCc2cc(Br)cc(S(=O)(=O)N3CCN(c4ccccn4)CC3)c21	2	0.1	5	i	-3
40	CC(=O)C1=C(NC(=O)c2ccc(F)cc2)CC2C1C2(C)C (stereo unspecified)	12	-1.1	-5	i	1

No.	SUMO1-SIM PPI	LMPTP inh	NRP1-CendR mod	NadD inh	DNMT1 inh
31	6	0.3	15	-1	-3
32	-3	-3.0	-4	-7	2
33	5	-0.4	3	-4	-1
34	1	0.2	-9	-7	4
35	1	-2.7	13	-1	-2
36	-18	0.7	6	0	-17
37	-2	-0.1	-4	5	0
38	3	0.6	5	-3	-6
39	1	3.2	0	2	-4
40	-15	1.2	7	-1	-3

(further entries)
No.	structure	SKN-1 inh	TbMetRS inhib	Scp-1 inhibitor	Neddylation inh	STEP inh
41	COC(=O)N/N=C/c1cc(OC)c(O)c([N+](=O)[O-])c1	9	-1.1	1	i	4
42	O=C(C(c1ccccc1)c1ccccc1)N1CCN(CCN2C(=O)c3cccc4cccc(c34)C2=O)CC1	7	-1.1	13	i	2
43	CC(C)C(NC(=O)C(NC(=O)C1OC2OC(C)(C)OC2C2OC(C)(C)OC12)C(C)C)C(=O)O (stereo unspecified)	20	-0.4	-7	i	-3
44	Cc1cc(C)c(S(=O)(=O)Nc2cccc(-n3cnnn3)c2)c(C)c1	7	2.2	-7	i	-2
45	Cc1ccc(C(=O)Nc2cccc(C(=O)N/N=C/c3ccc(F)cc3)c2)cc1	11	-0.2	10	i	2
46	Cc1cccc2c(N=NC(=O)C(C)n3cnc4ccccc4c3=O)c(O)[nH]c12 (stereo unspecified)	1	0.0	4	i	0
47	CCCCCn1cnnc1SCC(=O)c1c(N)n(C2CC2)c(=O)[nH]c1=O	31	-0.4	-1	i	-1
48	O=[N+]([O-])c1ccc(Cl)c(S(=O)(=O)n2ccnc2)c1	11	-1.7	-8	i	-3
49	CC(=O)NS(=O)(=O)c1ccc(N)cc1	4&-9	-0.3&-1.1	-14&-9	i	4&-3
50	O=C(CSCc1ccc(Br)cc1)N1CCCC1	10	-0.7	-3	i	1
51	CCCNC(=O)COC(=O)CCC(=O)c1ccc(F)cc1	4	-0.8	11	i	-1

No.	SUMO1-SIM PPI	LMPTP inh	NRP1-CendR mod	NadD inh	DNMT1 inh
41	-7	2.3	20	-1	1
42	-19	4.7	4	14	0
43	-3	0.2	-10	3	2
44	-5	0.8	-6	-3	-3
45	5	1.4	4	-1	-3
46	-21	-1.0	1	-4	-3
47	3	-1.4	2	1	-1
48	-20	4.2	9	-5	10
49	-6&2	-1.3&-0.5	-4&-9	3&-1	1&7
50	0	-0.1	-2	-4	-2
51	-1	-0.9	-6	-2	-1

Compound activity as filed in PubChem BioAssay.
